Bioassay records: PubChem BioAssay, National Center for Advancing Translational Sciences (NCATS)
DRD3 antagonist: antagonists of human D3 dopamine receptor. P35462. D3R cells, DiscoveRx beta-arrestin luminescence, antagonist mode; hits give low values. max response, negative = inhibition, %. hit rate 2.5% among 360,000. AID 652054; in the data active = max response below about -50%; inconclusive = no clear call, values can overlap the other calls; also: % is scaled to controls: 0 for no effect and ±100 for the full control effect; mostly tested at two doses, the higher about 12 µM
Target sequence (P35462 whole entry, looked up): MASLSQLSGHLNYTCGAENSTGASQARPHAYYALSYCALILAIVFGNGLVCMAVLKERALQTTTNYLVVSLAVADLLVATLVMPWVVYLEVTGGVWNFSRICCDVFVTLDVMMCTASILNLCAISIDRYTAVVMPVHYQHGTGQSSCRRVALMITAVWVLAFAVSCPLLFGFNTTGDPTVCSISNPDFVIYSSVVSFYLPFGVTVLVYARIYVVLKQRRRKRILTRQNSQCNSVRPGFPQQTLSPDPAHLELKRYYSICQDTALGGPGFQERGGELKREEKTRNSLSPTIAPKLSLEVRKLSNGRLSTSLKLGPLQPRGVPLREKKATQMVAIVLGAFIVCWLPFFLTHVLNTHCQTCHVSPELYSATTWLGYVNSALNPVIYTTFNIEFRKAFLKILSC
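Cells plated overnight at 1500 cells/well, then exposed to library compounds with dopamine controls for 90 minutes at 37 degrees C. DiscoveRx reagent added for 30–60 minutes at room temperature; luminescence read, quantitative HTS format.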
PLK1 PBD block: inhibitors of human PLK1 polo-box domain binding; Plk1 PBD binding of FITC phosphopeptide, fluorescence polarization; Potency, µM, without a hit: max response, negative = inhibition, usual class: inhibitors; hit rate 2.8% among 360,000; also: potency is read from the fitted curve at half-maximal effect; series mostly up to about 57 µM; % is scaled to controls: 0 for no effect and ±100 for the full control effect; nearly all actives have a fitted effect of over 65% in size
GLP1R ag: GLP-1 receptor (human) agonism; HEK293 GLP-1R CRE-luciferase, luminescence, 4-6 h; cells express a hypersensitive GLP-1R form; Potency, µM (series often up to 45.6 µM), for the others: top-dose activation, most hits filed as activators; hit rate 0.007% among 380,000; AID 624172; also: potency is read from the fitted curve at half-maximal effect; % of control where 0% means no effect
DRD3 agonist: agonists of human D3 dopamine receptor; P35462; D3R DiscoveRx beta-arrestin cells, luminescence, 90 min; max activation, %; hit rate 0.58% among 410,000; AID 652048; in the data active = max activation above about 30%; also: 0% is about no effect; mostly tested at two doses, the higher about 12 µM
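Cells at 1500/well, incubated overnight, then treated with pinned compounds (dopamine as control) for 90 min at 37 degrees C. DiscoveRx reagent added for 30 - 60 minutes at room temperature; luminescence read.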
PI5P4Ka inh: PI5P4K alpha (human) kinase inhibition. max response, %. AID 652105. PI5P4Kalpha enzyme, ADP-Glo luminescence, 60 min; hits give low values. hit rate 1.2% among 330,000. P48426; active = max response of -50% or lower; inconclusive = between -30% and -50%; inactive = -30% or higher; also: value at the top dose of about 77 µM; % is scaled to controls: 0 for no effect and ±100 for the full control effect
Target sequence (P48426 whole entry, looked up): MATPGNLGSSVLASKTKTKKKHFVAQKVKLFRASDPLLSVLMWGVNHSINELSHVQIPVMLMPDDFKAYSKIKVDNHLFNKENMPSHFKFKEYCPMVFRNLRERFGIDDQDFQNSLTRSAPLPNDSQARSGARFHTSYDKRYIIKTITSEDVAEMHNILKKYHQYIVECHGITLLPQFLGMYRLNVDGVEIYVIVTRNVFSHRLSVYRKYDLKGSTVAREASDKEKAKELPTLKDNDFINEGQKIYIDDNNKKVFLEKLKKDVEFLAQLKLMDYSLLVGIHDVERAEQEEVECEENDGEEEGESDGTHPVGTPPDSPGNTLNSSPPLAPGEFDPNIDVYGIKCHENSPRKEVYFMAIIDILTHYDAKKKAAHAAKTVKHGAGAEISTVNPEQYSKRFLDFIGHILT
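Luminescence from ADP-Glo served as readout of PI5P4Kalpha activity in a qHTS format. Reaction: enzyme, substrate, compound, ATP at 5 microM final, 60 min at RT.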
HEK293 tox: cytotoxicity counter-screen for GLP-1 receptor inverse agonists. Potency, µM (series often up to 38.3 µM), for inactives: top-dose activity change, negative = inhibition, actives largely listed as inhibitors. hit rate 0.13% among 410,000. HEK293 cAMP-luciferase reporter cells, luminescence, 24 h. AID 624418;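 also: loss of luciferase light is scored as toxicity; potency is read from the fitted curve at half-maximal effect; % is scaled to controls: 0 for no effect and ±100 for the full control effect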
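Here, cytotoxicity is scored as loss of luminescence. The MLSMR collection was tested on cells seeded in medium containing 10% Nu serum, with a 24 hr compound exposure preceded by 12 hours of culture.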
IL2 activator: activators of IL-2 | activation, % (series mostly up to about 46 µM) | IL-2 activation reporter assay, cell-based qHTS; stimulated with anti-CD3/CD4/CD28 beads; in transgenic mouse T cells | hit rate 0.065% among 360,000; in the data active = activation above about 50%; inconclusive = mostly about 30% to 49%; also: 0% is about no effect
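Unstimulated transgenic mouse T cells preincubated 60 min with compound, then stimulated with anti-CD3/anti-CD4-coated beads plus anti-CD28 for 18 h at 37 degrees C. IL-2 response read as EGFP and DsRed fluorescence by plate cytometry.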
WRN inhibitor: WRN helicase (human) inhibition; AID 651768; Q14191; hit rate 0.46% among 360,000; WRN helicase unwinding, fluorescent forked duplex, kinetic; Potency, µM (titrated, usually from 114 µM), for inactives: top-dose activity change, negative = inhibition, most hits filed as inhibitors; also: potency is read from the fitted curve at half-maximal effect; % is scaled to controls: 0 for no effect and ±100 for the full control effect; nearly all actives have a fitted effect of over 55% in size
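Screening of the MLSMR collection measured strand separation of a quenched forked DNA duplex (100 nM) by 20 nM WRN with 2 mM ATP, all final. Compounds were preincubated with enzyme 15 min at room temperature.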
GLP1R inv ag: GLP-1 receptor (human) inverse agonism | P43220 | HEK293 GLP-1R CRE-luciferase, luminescence, 24 h; GLP-1R form is constitutively active | Potency, µM (highest dose often 38.3 µM), without a hit: at the highest dose activity change, negative = inhibition, most hits filed as inhibitors | hit rate 1.6% among 410,000 | AID 624417; also: potency is read from the fitted curve at half-maximal effect; % is scaled to controls: 0 for no effect and ±100 for the full control effect; nearly all actives have a fitted effect of over 55% in size
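Readout was luciferase luminescence, measured 12 min after detection reagent at room temperature. Beforehand, GLP-1R reporter HEK293 cells had sat 12 h, then received compounds for 24 hr at 37 deg C.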
The depositor's hits bear a star; u = inconclusive; x = not tested or not shown; & = joins results of further samples; [ ] = remark or other dose. Unless noted, calls follow the shape of the dose curve; as a rule, active = well fitted curve in the direction sought with a large enough effect; inconclusive = small, poorly fitted or top-dose-only effect, or another doubt; inactive = no such curve, though single readings can be large; an effect the other way counts as inactive or inconclusive. Compounds as they come. Share with any hit: about 7.8%.

SMILES	DRD3 antagonist	PLK1 PBD block	GLP1R ag	DRD3 agonist	PI5P4Ka inh	HEK293 tox	IL2 activator	WRN inhibitor	GLP1R inv ag
Cc1c(/C=N\NC(=O)c2cc3ccccc3o2)c2ccccc2n1C	u	0%	-5%	-4	-6	-11%	-0.9	-7%	u
CCN(c1ccccc1)S(=O)(=O)c1ccc(C(=O)N(C)Cc2cccs2)cc1	u	-1%	14%	-6	2	-2%	0.0	-3%	u
O=C(OCC(=O)N1CCCC1=O)c1nc(Cl)ccc1Cl	0	0%	-2%	1	-5	5%	-1.3	-11%	7%
O=C(CC1(O)C(=O)N(CN2CCOCC2)c2ccccc21)c1ccccc1 (stereo unspecified)	8	-5%	14%	-5	1	64%[activator]	3.0	-6%	19%
Nc1cc(C(=O)OCC(=O)N2CCCC2=O)ccc1Cl	12	2%	3%	7	2	0%	0.6	-5%	29%
Cc1cc(Cl)ccc1NC(=O)CN1CCN(C(=O)c2ccco2)CC1	7	-8%	12%	-1	-6	-1%	-0.7	3%	-1%
CSCC[C@H](NC(=O)[C@@H]1Cc2ccccc2CN1)C(=O)Nc1ccc2c(c1)OCO2	-14	-10%	7%	-8	-6	-8%	-0.5	-1%	15%
COc1ccccc1C1CC(=O)NC(C)=C1C(=O)OC(C)C (stereo unspecified)	7	-5%	4%	6	2	8%	-0.9	-3%	-11%
COCCCN1C(=O)c2ccc(C(=O)OCC(=O)N(CCC#N)c3cc(C)cc(C)c3)cc2C1=O	1	-2%	-3%	14	9	-17%	-0.7	-4%	3%
OC(c1ccc(Cl)cc1)c1ncc(-c2ccccc2F)[nH]1 (stereo unspecified)	51	8%	-4%	-6	0	3%	0.2	-12%	-20%
Cc1c(Cl)cccc1NC(=O)Cn1cnc(S(=O)(=O)N2CCCC2)c1	-3	-5%	-2%	1&6	-4	-1%&3%	-0.7	3%	4%&-8%
CC(C)N(CCn1c(SCC(=O)N2CC(=O)Nc3ccccc32)nc2ccccc2c1=O)C(C)C	4	-22%	10%	-4	8	u	0.2	40%[activator]	-19%
CC(=O)C[C@H](O)CC(=O)[C@H]1OC(=O)CC/C=C\Cc2ccccc21	12	x	-3%	4	-2	5%	4.6	-4%	-6%
CC1C(=O)N2CCCc3cc(NC(=O)C(=O)NCc4ccccn4)cc1c32 (stereo unspecified)	18	-4%	0%	-1	-3	-8%	-4.1	4%	17%
COCC(=O)N1CCC2CC1c1cc(Cl)ccc12 (stereo unspecified)	19	-3%	14%	1	6	4%	-0.1	-1%	18%
CCOC(=O)CCn1cnc2ccc([N+](=O)[O-])cc2c1=O	-7	3%	0%	-2	5	4%	-0.2	-5%	9%
CCCCn1c(SCC(=O)NC2CCCC2)nnc1-c1ccco1	-2	-7%	5%	-4	-12	-5%	-0.9	2%	-5%
N#CC(c1ccc(Cl)nn1)c1ccc(Cl)cc1Cl (stereo unspecified)	-26	0%	-18%	4	-3	-18%	-0.5	-3%	13%
Cc1nc2c(c(=O)n1CCC(C)C)c1nc3ccccc3nc1n2Cc1ccc2c(c1)OCO2	14	-8%	13%	-8	9	-2%	3.9	-6%	10%
Nc1cc(=O)[nH]c(N2CCN(c3ccccc3)CC2)n1	-15	-9%	4%	2	0	-1%[7.66 µM]	0.8	-4%	-17%[7.66 µM]
Nn1c(SCc2ccc(Br)cc2)nnc1-c1ccccn1	-14	u	17%	4	0	2%	-2.5	-1%	17%
COc1cccc(NC(=O)c2cccc(S(=O)(=O)N3CCN(Cc4ccccc4)CC3)c2)c1	-6	-23%	6%	-16	3	3%	-1.3	1%	6.3µM*
CC(=O)Cn1c(CN2CCCCC2)nc2ccccc2c1=O	6	-6%	-4%	-3	6	16%	-3.8	4%	-30%
COc1ccc(NC(=O)COc2ccccc2Cl)cc1S(=O)(=O)N1CCCCC1	-11	-5%	2%	-3	10	-2%	-3.3	-15%	u
Cc1ccc(-c2nc3cc(NS(=O)(=O)c4ccc(C)cc4)ccc3o2)cc1	-18	-1%	-6%	10	x	-16%	-1.6	-12%	0%

Part of the list above, comma-delimited.
structure,DRD3 antagonist,PLK1 PBD block,GLP1R ag,DRD3 agonist,PI5P4Ka inh,HEK293 tox,IL2 activator,WRN inhibitor,GLP1R inv ag
Cc1cc(Cl)ccc1NC(=O)CN1CCN(C(=O)c2ccco2)CC1,7,-8%,12%,-1,-6,-1%,-0.7,3%,-1%
CC(C)N(CCn1c(SCC(=O)N2CC(=O)Nc3ccccc32)nc2ccccc2c1=O)C(C)C,4,-22%,10%,-4,8,u,0.2,40%[activator],-19%

The list goes on:
SMILES	DRD3 antagonist	PLK1 PBD block	GLP1R ag	DRD3 agonist	PI5P4Ka inh	HEK293 tox	IL2 activator	WRN inhibitor	GLP1R inv ag
CN(C)c1ccc(-c2ccnc3c2CC(C)(C(=O)NCc2cccc(Cl)c2)O3)cc1 (stereo unspecified)	-22	-10%	2%	-7	1	5%	-0.6	-6%	u
Cc1noc(C)c1S(=O)(=O)N1CCCC(C(=O)NCCC2=CCCCC2)C1 (stereo unspecified)	18	0%	-9%	-2	-4	4%	1.1	-3%	1%
CC(C)(C)OC(=O)N1C[C@H](O)C[C@H]1C(=O)OCC(=O)c1ccc([N+](=O)[O-])cc1	2	21µM*	-1%	-5	0	1%	-2.6	-9%	-36%
COc1ccc(C(=O)NCC(=O)Nc2cccc(S(=O)(=O)NCc3ccco3)c2)cc1OC	7	1%	4%	1	-9	-3%[7.66 µM]	-0.2	-9%	-9%[7.66 µM]
CCN(CC)c1ccc2cc(-c3nc(-c4cc5ccccc5oc4=O)cs3)c(=O)oc2c1	-22	37%[activator]	2%	-8	-10	-5%	u	-12%	0%
CCCCNS(=O)(=O)c1ccc2nc(SCC(=O)N3CC(C)OC(C)C3)[nH]c2c1 (stereo unspecified)	10	u	13%	-3	-1	-3%	0.3	8%	-5%
O=c1ncn(-c2ccccc2C(F)(F)F)c2ncccc12	-5	8%	-7%	-1	0	-7%	0.1	0%	u
NS(=O)(=O)c1cccc(NC(=O)CSc2nnc(NC3CC3)s2)c1	-14	-3%	0%	-3	-14	1%	-0.8	-3%	5%
CCOc1ccccc1NC(=O)CN1C(=O)COc2ccccc21	11	-6%	-5%	3	1	-1%	-0.3	6%	-18%
CCOC(=O)NC(=O)c1cn(Nc2ncc(C(F)(F)F)cc2Cl)c(=O)[nH]c1=O	-8	2%	3%	2	-1	-15%	-0.5	-1%	-19%
O=C(Nc1ccccc1C(F)(F)F)c1cc2ccccc2o1	13	-14%	11%	-3	5	2%	-0.3	-13%	11%
CCOc1cc(/C=C(\C#N)C(=O)Nc2cccc(C(=O)O)c2)ccc1OCc1ccccc1Cl	8	21µM*	-1%	10	1	-1%	-1.4	-6%	-8%
CCc1ccc([C@@H]2C[C@H]3[C@@H](CN2S(=O)(=O)c2ccc(C)cc2)C(=O)C[C@@H](c2ccccc2)N3S(=O)(=O)c2ccc(C)cc2)cc1	-9	-12%	0%	4	-1	2%	-0.6	-2%	10%
CC(C)CNC(=O)COC(=O)CCC(=O)c1ccc(F)cc1	22	3%	-14%	7	-10	3%	-1.6	8%	0%
CC(C)N(CCNC(=O)c1cn(C)c2ccc(S(=O)(=O)N(C)C)cc2c1=O)Cc1ccccc1	-10	-11%	-5%	-10	2	3%	-1.7	-14%	-8%
Cc1ccc(C(=O)N/C(=C\c2cn(C)c3ccccc23)C(=O)N2CCN(C)CC2)cc1	-21	-17%	-5%	-12	1	1%	-2.0	5%	-2%
COc1cccc(/C=C2\SC(=S)N(CC3CCCO3)C2=O)c1 (stereo unspecified)	-15	-8%	1%	-12	15	-8%	-2.0	-27%	u
COc1cccc(C(c2nnnn2C(C)(C)C)N2CCN(C3CCCCC3)CC2)c1OC (stereo unspecified)	11	-4%	-1%	-5	2	7%	-0.1	-8%	0%
Cc1ccc(S(=O)(=O)NCCc2ccncc2)cc1[N+](=O)[O-]	-5	-1%	11%	-5	-4	-7%	-0.1	8%	-7%
COCCCNC(=O)CN(Cc1ccc(Cl)cc1)S(C)(=O)=O	8	-1%	-5%	12	x	-1%	-2.8	-1%	3%
COc1cc(S(=O)(=O)NC2CCCC2)ccc1Cl	-1	-2%	3%	-3	-2	-17%	-1.9	6%	u
Cc1ccc(N(CC(=O)Nc2cc(C)cc(C)c2)S(=O)(=O)c2cccc3nonc23)cc1	-3	-3%	-2%&-4%	1&-4	x	3%&2%	-2.1	-13%	u

Molecules from the list above that contain an aryl methoxy group, in the order listed:
SMILES	DRD3 antagonist	PLK1 PBD block	GLP1R ag	DRD3 agonist	PI5P4Ka inh	HEK293 tox	IL2 activator	WRN inhibitor	GLP1R inv ag
COc1ccccc1C1CC(=O)NC(C)=C1C(=O)OC(C)C (stereo unspecified)	7	-5%	4%	6	2	8%	-0.9	-3%	-11%
COc1cccc(NC(=O)c2cccc(S(=O)(=O)N3CCN(Cc4ccccc4)CC3)c2)c1	-6	-23%	6%	-16	3	3%	-1.3	1%	6.3µM*
COc1ccc(NC(=O)COc2ccccc2Cl)cc1S(=O)(=O)N1CCCCC1	-11	-5%	2%	-3	10	-2%	-3.3	-15%	u
COc1ccc(C(=O)NCC(=O)Nc2cccc(S(=O)(=O)NCc3ccco3)c2)cc1OC	7	1%	4%	1	-9	-3%[7.66 µM]	-0.2	-9%	-9%[7.66 µM]
COc1cccc(/C=C2\SC(=S)N(CC3CCCO3)C2=O)c1 (stereo unspecified)	-15	-8%	1%	-12	15	-8%	-2.0	-27%	u
COc1cccc(C(c2nnnn2C(C)(C)C)N2CCN(C3CCCCC3)CC2)c1OC (stereo unspecified)	11	-4%	-1%	-5	2	7%	-0.1	-8%	0%
COc1cc(S(=O)(=O)NC2CCCC2)ccc1Cl	-1	-2%	3%	-3	-2	-17%	-1.9	6%	u
